D3 ag – activates the human D3 dopamine receptor; AID 652048; max activation, %; D3R DiscoveRx beta-arrestin cells, luminescence, 90 min; P35462; 410,000 tested, 0.58% active; in the data active = max activation above about 30%; also: 0% is about no effect; mostly tested at two doses, the higher about 12 µM
Target sequence (P35462 whole entry, looked up): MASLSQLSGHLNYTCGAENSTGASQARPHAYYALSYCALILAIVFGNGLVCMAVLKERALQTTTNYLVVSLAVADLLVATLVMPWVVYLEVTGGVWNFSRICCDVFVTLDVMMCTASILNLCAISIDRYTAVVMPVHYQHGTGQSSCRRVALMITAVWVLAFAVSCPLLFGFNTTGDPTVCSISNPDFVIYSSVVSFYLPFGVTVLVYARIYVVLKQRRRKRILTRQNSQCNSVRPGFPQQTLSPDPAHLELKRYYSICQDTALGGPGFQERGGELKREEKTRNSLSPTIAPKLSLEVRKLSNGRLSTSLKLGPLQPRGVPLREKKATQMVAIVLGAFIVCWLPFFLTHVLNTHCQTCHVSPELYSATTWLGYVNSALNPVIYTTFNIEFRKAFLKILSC
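Agonist-mode cell screen: cells plated at 1500/well and incubated overnight at 37 °C, then exposed to library compounds for 90 min at 37 °C. Detection reagent was added for 30–60 min at room temperature, and luminescence was read.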
PLK1 PBD block – blocks phosphopeptide binding to human PLK1 polo-box domain; 360,000 tested, 2.8% active; P53350; Plk1 PBD binding of FITC phosphopeptide, fluorescence polarization; Potency, µM, for the others: max response, negative = inhibition, usual class: inhibitors; also: potency is read from the fitted curve at half-maximal effect; series mostly up to about 57 µM; % is scaled to controls: 0 for no effect and ±100 for the full control effect; nearly all actives have a fitted effect of over 65% in size
PI5P4Ka inh – PI5P4K alpha (human) kinase inhibition; P48426; PI5P4Kalpha enzyme, ADP-Glo luminescence, 60 min; active compounds read low; max response, %; 330,000 tested, 1.2% active; active = max response of -50% or lower; inconclusive = between -30% and -50%; inactive = -30% or higher; also: value at the top dose of about 77 µM; % is scaled to controls: 0 for no effect and ±100 for the full control effect
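PI5P4Kalpha ADP-Glo assay; 5 microM ATP final; 60 min RT reaction; HEPES pH 7.4/EGTA/CHAPS, 5% DMSO; controls lacking substrate or enzyme; luminescent end-point.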
GLP1R cytotox – cytotoxicity in counter-screen for GLP-1R inverse agonists; HEK293 cAMP-luciferase reporter cells, luminescence, 24 h; Potency, µM (titrated, usually from 38.3 µM), for inactives: at the highest dose activity change, negative = inhibition, usual class: inhibitors; 410,000 tested, 0.13% active;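 also: loss of luciferase light is scored as toxicity; potency is read from the fitted curve at half-maximal effect; % is scaled to controls: 0 for no effect and ±100 for the full control effect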
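Cells in DMEM/10% Nu serum/1% pen-strep, 1536-well format. Pre-incubated 12 h, dosed with 23 nL compound, incubated a further 24 h. Luciferase detection, 12 min at room temp, luminescence.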
WRN helicase inh – WRN helicase (human) inhibition. Q14191. WRN helicase unwinding, fluorescent forked duplex, kinetic. Potency, µM (titrated, usually from 114 µM), for the others: at the top dose activity change, negative = inhibition, most hits filed as inhibitors. 360,000 tested, 0.46% active. AID 651768; also: potency is read from the fitted curve at half-maximal effect; % is scaled to controls: 0 for no effect and ±100 for the full control effect; nearly all actives have a fitted effect of over 55% in size
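Kinetic fluorescence helicase assay: unwinding of a quenched forked DNA duplex (100 nM final) with 2 mM ATP final raises red fluorescence (525/598 nm). Compounds sat 15 min at room temperature with 20 nM WRN beforehand.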
DRD3 antagonist – D3 dopamine receptor (human) antagonism; max response, negative = inhibition, %; AID 652054; D3R cells, DiscoveRx beta-arrestin luminescence, antagonist mode; active compounds read low; P35462; 360,000 tested, 2.5% active; in the data active = max response below about -50%; inconclusive = no clear call, values can overlap the other calls; also: % is scaled to controls: 0 for no effect and ±100 for the full control effect; mostly tested at two doses, the higher about 12 µM
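Cells expressing the human receptor were seeded at 1500 cells/well, incubated overnight at 37 degrees C in 5% CO2, then exposed to library compounds with dopamine controls for 90 minutes at 37 degrees C before luminescent detection.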
GLP-1R inv ag – acts as inverse agonist at human GLP-1 receptor; AID 624417; 410,000 tested, 1.6% active; Potency, µM (highest dose often 38.3 µM), for inactives: at the top dose activity change, negative = inhibition, usual class: inhibitors; P43220; HEK293 GLP-1R CRE-luciferase, luminescence, 24 h; GLP-1R form is constitutively active; also: potency is read from the fitted curve at half-maximal effect; % is scaled to controls: 0 for no effect and ±100 for the full control effect; nearly all actives have a fitted effect of over 55% in size
Target sequence (P43220 whole entry, looked up): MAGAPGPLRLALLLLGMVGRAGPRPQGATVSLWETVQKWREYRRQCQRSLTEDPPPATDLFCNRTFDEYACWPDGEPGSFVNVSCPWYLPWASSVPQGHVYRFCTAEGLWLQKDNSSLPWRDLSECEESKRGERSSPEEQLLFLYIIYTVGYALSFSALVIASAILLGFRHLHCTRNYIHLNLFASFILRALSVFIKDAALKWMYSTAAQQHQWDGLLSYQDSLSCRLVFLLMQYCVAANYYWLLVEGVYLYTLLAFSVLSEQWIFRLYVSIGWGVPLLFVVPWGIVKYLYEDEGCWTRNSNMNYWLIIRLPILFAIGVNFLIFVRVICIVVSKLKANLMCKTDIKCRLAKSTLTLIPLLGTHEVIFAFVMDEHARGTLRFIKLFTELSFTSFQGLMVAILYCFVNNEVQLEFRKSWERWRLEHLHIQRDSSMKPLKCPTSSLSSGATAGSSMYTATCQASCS
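Inverse agonists were sought by their lowering of basal cAMP reporter luciferase output in HEK293 cells stably carrying constitutively active human GLP-1R, after 24 h compound treatment.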
IL2 activator – activators of IL-2 | 360,000 tested, 0.065% active | AID 652025 | activation, % (series mostly up to about 46 µM) | IL-2 activation reporter assay, cell-based qHTS; stimulated with anti-CD3/CD4/CD28 beads; in transgenic mouse T cells; in the data active = activation above about 50%; inconclusive = mostly about 30% to 49%; also: 0% is about no effect
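Readout is EGFP and DsRed signal by fluorescent plate cytometry after 18 h at 37 degrees C. Transgenic mouse T cells (750/well) received compound for 60 min before bead stimulation (anti-CD3, anti-CD4, anti-CD28); memory T cells served as non-tolerant control.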
GLP1R ag – activates the human GLP-1 receptor. 380,000 tested, 0.007% active. HEK293 GLP-1R CRE-luciferase, luminescence, 4-6 h; cells express a hypersensitive GLP-1R form. P43220. AID 624172. Potency, µM (highest dose often 45.6 µM), inactives show at the top dose activation, actives largely listed as activators; also: potency is read from the fitted curve at half-maximal effect; % of control where 0% means no effect
The depositor's hits bear a star; ? = inconclusive; . = no result given; [ ] = remark or other dose. Unless noted, calls follow the shape of the dose curve; as a rule, active = well fitted curve in the direction sought with a large enough effect; inconclusive = small, poorly fitted or top-dose-only effect, or another doubt; inactive = no such curve, though single readings can be large; an effect the other way counts as inactive or inconclusive.

molecule | GLP-1R inv ag | PI5P4Ka inh | WRN helicase inh | GLP1R cytotox | GLP1R ag | DRD3 antagonist | D3 ag | PLK1 PBD block | IL2 activator
CC(C)(C)[C@@H]1CCC(=O)N(CC[C@H](N=[N+]=[N-])c2ccccc2)CC1 | ? | -2 | -2% | 12% | 7% | 21 | 8 | 2% | -0.5
O=C(Nc1ccc(Cl)cc1)c1ccc2ncsc2c1 | 17% | ? | -9% | 7% | -1% | 1 | 0 | -8% | -0.2
CCOC(=O)C1(C)CCN1C(=O)c1cc(C)oc1C (stereo not drawn) | 23% | -1 | 6%[57.1 µM] | -2% | -2% | 0 | 2 | -16% | -0.1
COC(=O)c1ccc2nc(-c3ccco3)c(Cc3ccccc3C(F)(F)F)n2c1 | -28% | -4 | -9% | -6% | 9% | 2 | -9 | ? | 0.4
CCOC(=O)N1CCN(C(=O)COC(=O)c2cccc(S(C)(=O)=O)c2)CC1 | 26% | -2 | -3% | -8% | 2% | 17 | 4 | 2% | 1.7
O=c1[nH]c2c(c(=O)[nH]1)OCN(Cc1ccccc1)C2 | 24% | 0 | 2% | 14% | 2% | 7 | 3 | -3% | -2.0
Fc1ccc(C2CCCN2Cc2nc(-c3cnccn3)no2)cc1 (stereo not drawn) | -8% | 1 | 0% | 6% | 7% | -6 | -1 | -9% | -1.9
COc1ccc(NC(=O)c2ccccc2NS(C)(=O)=O)cc1OC | 32%[activator] | -8 | 2% | 15% | 0% | -12 | 1 | -8% | 0.1
Cc1ncc(CN2CCCC(C(=O)Nc3ccc(-c4cccc(F)c4)cc3)C2)s1 (stereo not drawn) | ? | 4 | -26% | ? | 3% | -3 | -5 | 3% | -4.7
O=C(CN1C(=O)NC2(CCCC2)C1=O)OCC(=O)c1cccc(Cl)c1 | 38%[activator] | 5 | -6% | -8% | -1% | -8 | 0 | -5% | -1.2
CCCn1c(N)c(C(=O)NS(=O)(=O)c2ccc(C)cc2)c(=O)n(C)c1=O | 7% | 0 | -5% | 6% | -1% | 1 | 0 | -17% | 2.1
COc1ccc(C=O)cc1OS(=O)(=O)c1ccccc1[N+](=O)[O-] | 5% | -5 | 5% | -7% | 8% | -6 | -5 | -9% | -3.1
CCOc1ccc2nc(NCCNC(=O)Nc3ccccc3)c(C#N)cc2c1 | ? | 1 | 1% | 284%[activator] | 0% | 1 | 2 | -8% | 0.0
CCOc1ccccc1NC(=O)c1ccc(CN2CCc3ccccc3C2)cc1 | ? | 3 | -26% | 1% | 5% | -70* | -29 | -4% | 0.7
C=C1CCN(c2ccc(C(=O)O)cc2[N+](=O)[O-])CC1 | 13% | -15 | 1% | -16% | -13% | -22 | -25 | ? | -2.6
CC(C)C(NC(=O)c1ccc(Cl)cc1Cl)C(=O)NCCc1ccccn1 (stereo not drawn) | 1% | 10 | 0% | -3% | -5% | 19 | 3 | -2% | 1.8
O=C(OCc1c(Cl)cccc1Cl)c1cccnc1 | 0% | -8 | -1%[57.1 µM] | -2% | 2% | 2 | -1 | -1% | -2.2
CCN/C=C(\C#N)S(=O)(=O)c1ccc(Br)cc1 | 10% | 7 | 0% | 7% | -6% | 3 | 3 | 3% | 1.6
O=C1CN(C(=O)COC(=O)c2ccc([N+](=O)[O-])o2)c2ccccc2N1 | 8% | -8 | 1%[11.6 µM] | 4% | 2% | -23 | 4 | -30% | 0.9
Cc1cccc(C(=O)Nc2nc3ccc(S(C)(=O)=O)cc3s2)c1 | 6% | -5 | 7% | -1% | -3% | -23 | -6 | -3% | -0.1
O=C(CSc1nc(O)c(Cc2ccccc2)c(=O)[nH]1)N1CCOCC1 | 11% | -1 | -1% | 3% | -2% | 20 | 1 | 3% | 1.3
C/C=C/COC(=O)C1=C(C)NC(=O)NC1c1ccc2c(c1)OCO2 (stereo not drawn) | -14% | 2 | 5% | -17% | -8% | -3 | 3 | -1% | -2.7
CC(NC(=O)c1ccccc1Cl)C1COc2ccccc2O1 (stereo not drawn) | ? | -1 | -3% | 5% | 0% | 7 | -3 | -2% | 0.9
O=C(Nc1cccc(Cl)c1)c1ccc(F)c(S(=O)(=O)N2CCN(c3ccccn3)CC2)c1 | ? | -1 | -2% | -23% | -1% | 23 | 6 | 5% | -1.9
COC(=O)[C@@]12C[C@@H](CC(=O)NCc3cccc4ccccc34)C(=O)N(Cc3ccco3)C1=CCC(C)(C)C2 | ? | -6 | -2% | -29% | . | -9 | -2 | -6% | -0.4
CCC[C@@H]1CCCO[C@@](C(=O)NCc2ccccn2)(C(F)(F)F)C1 | ? | 7 | 10% | 4% | -3% | -7 | -1 | 1% | -0.4
Cc1ccc(N(CC(=O)N2CCN(c3cc(Cl)ccc3C)CC2)S(=O)(=O)c2c(C)noc2C)cc1 | ? | . | . | -21% | -2% | . | -2 | . | .
Cc1ccccc1NC(=O)c1ccc(CSc2ncccn2)cc1 | 0% | . | -12% | -14% | -7% | 27 | 9 | -4% | -1.6
CC(=O)Oc1ccc2occ(C(=O)c3cccs3)c2c1 | 10% | -7 | -2% | -8% | -1% | 2 | -5 | -3% | -1.5
COc1cccc(CNCCO)c1OCc1ccccc1 | -14% | 1 | -1% | 0% | 3% | 6 | 2 | 1% | 0.2
Cc1ccc(-n2c(O)c(/C=N/Nc3ccc(S(=O)(=O)N4CCOCC4)cc3[N+](=O)[O-])c3ccccc3c2=O)c(C)c1 | ? | ? | -35%[57.1 µM] | -6%[1.53 µM] | -18% | -7 | -17 | ? | 0.8
Cc1nc(N2CCN(C(=O)c3cnccn3)CC2)c2c3c(sc2n1)CC(C(C)(C)C)CC3 (stereo not drawn) | 5% | -3 | -2% | -14% | 4% | 18 | 13 | -9% | -3.2
Cc1ccc(NC(=O)CN(C)CC(=O)N(C)Cc2ccccc2)cc1 | -13% | -8 | 10% | -6% | 8% | -11 | -5 | 1% | 1.6
CN(C)CCCNc1oc(-c2cccc(Cl)c2)nc1C#N | 6.3µM* | 11 | 4% | -2% | -2% | 0 | -6 | -3% | -0.5
CC1=C(C(=O)N2CCOCC2)CC(CC(=O)NC2CCCCC2)C(=O)N1Cc1ccc(C(C)(C)C)cc1 (stereo not drawn) | 4% | -5 | 6% | 5% | 6% | -17 | 3 | -9% | 1.6
CC(C)C1CC(O)(C2(O)CCCCC2)ON1 (stereo not drawn) | 4% | -27 | 6% | -3% | -13% | -15 | 3 | 3.4µM* | 0.3
CC(C)[C@H](NC(=O)c1ccccc1F)C(=O)OCC(=O)Nc1sccc1C(N)=O | 3% | -15 | -7% | -8% | 12% | 12 | 4 | -12% | -0.1
CCOCCCNC(=O)c1cn(CC)c2ccc(S(=O)(=O)N3CCCC3)cc2c1=O | 11% | 4 | 10% | -7% | -6% | -15 | -4 | 4% | 0.5
COc1ccc(N2CC(NC(=O)/C=C\c3ccc4c(c3)OCO4)CC2=O)cc1OC (stereo not drawn) | -21% | . | . | 0% | -1% | . | 7 | . | .
O=C(Nn1c(C2CC2)nc2ccccc2c1=O)c1ccco1 | 13% | . | -7% | 3% | -1% | -15 | 9 | 0% | -2.9
Cc1ccc(C(=O)N2CC=C(c3ccccc3)CC2)s1 | ? | 3 | -8% | -4% | 17% | 0 | -18 | -14% | -4.9
CCOc1c2ccoc2nc2c(OC)c(OC)ccc12 | 4% | 0 | 3% | ? | 6% | -20 | -8 | -14% | -1.8
O=C(NCCCN1CCCC1=O)c1ccc(NS(=O)(=O)c2cccc([N+](=O)[O-])c2)cc1 | 29% | -2 | -3% | 10% | 2% | 1 | -4 | 1% | 0.2
CCCN1CCN(S(=O)(=O)c2ccc3c(c2)CC(C)N3C(=O)C2CC2)CC1 (stereo not drawn) | 45%[activator] | 0 | -18% | -1% | 11% | -4 | -10 | -10% | 1.6
CCOC(=O)c1nn(-c2ccc(Cl)cc2)c(C)cc1=O | 6% | -4 | 4%[57.1 µM] | -4% | 7% | -6 | 22 | -14% | -0.9
C[C@H](CO)N1C[C@H](C)[C@@H](CN(C)C(=O)Nc2ccccc2)Oc2ccc(NC(=O)Nc3ccc(C(F)(F)F)cc3)cc2C1=O | ? | 1 | -17% | -48% | -2% | 25 | -8 | -8% | 0.2
CC(C)C(c1nnnn1Cc1ccccc1)N1CCc2ccccc2C1 (stereo not drawn) | -2% | . | -5%[57.1 µM] | 0% | 2% | -23 | -14 | -14% | -1.9
Oc1ccc(Nc2nc3ccccc3nc2Nc2ccc(O)cc2)cc1 | -81% | -21 | -29% | ? | -40%[inhibitor] | ? | -8 | -27% | -2.8
O=C(CSc1nc2ccccc2c(=O)n1Cc1ccco1)NCc1ccco1 | 6% | . | -33%[57.1 µM] | 7% | 4% | 9 | 5 | -19% | -2.3
COc1ccc(CC(=O)NCc2cccc(Cl)c2)cc1S(=O)(=O)N1CCOCC1 | -9% | 1 | 14% | -2% | -5% | -25 | -2 | -4% | -3.0
COc1ccc(S(=O)(=O)NCCc2nnc3ccc(SCC(=O)Nc4cc(C)on4)nn23)cc1 | -2% | 0 | 2% | -2% | 7% | 15 | 4 | -12% | 1.6
CC(C)(C)OC(=O)NN1CC(=O)N2Cc3[nH]c4ccccc4c3C[C@H]2C1=O | ? | 1 | -8% | 1% | 0% | -6 | 3 | 2% | -1.6
NNC(=O)c1cccc(COc2ccc3c(c2)CCC3)c1 | 1.1µM* | 1 | -25% | -9% | -6% | -5 | 2 | -10% | 0.9
COc1cccc(NC(=O)CSc2nccn2-c2cccc(OC)c2)c1 | ? | -3 | -12% | 10% | 4% | -12 | -8 | -3% | 0.2
Cc1cc(C)cc(NC(=O)C2CCCN(S(=O)(=O)c3cnc[nH]3)C2)c1 (stereo not drawn) | 5% | 0 | 3% | 4% | -3% | 34 | 5 | -13% | -1.7
CN(C(=S)SCc1ccccc1)C1CCS(=O)(=O)C1 (stereo not drawn) | -29% | 4 | -12% | 2% | 11% | 5 | 4 | -13% | 0.3
COc1ccccc1NC(=O)c1cc2c(CO)cnc(C)c2oc1=Nc1cc(OC)c(OC)c(OC)c1 | 33%[activator] | 73 | 9% | 13% | 5% | -15 | 4 | 6% | -4.2
CCCOc1ccc(F)cc1-c1cc(C(=O)NCc2ccco2)[nH]n1 | ? | -7 | -4% | 6% | 0% | 18 | -1 | 1% | -0.2

Compound activity deposited in PubChem BioAssay by National Center for Advancing Translational Sciences (NCATS).
